# Mtb UGM inh – blocks M. tuberculosis UGM enzyme. P9WIQ1. purified UGM, fluorescence polarization probe displacement. inhibition, % at 10 µM. 320,000 tested, 0.06% active. AID 504406; in the data active = inhibition above about 10%, passing the limit was not always enough; inconclusive = no clear call, values can overlap the other calls
# Target sequence (P9WIQ1 whole entry, looked up): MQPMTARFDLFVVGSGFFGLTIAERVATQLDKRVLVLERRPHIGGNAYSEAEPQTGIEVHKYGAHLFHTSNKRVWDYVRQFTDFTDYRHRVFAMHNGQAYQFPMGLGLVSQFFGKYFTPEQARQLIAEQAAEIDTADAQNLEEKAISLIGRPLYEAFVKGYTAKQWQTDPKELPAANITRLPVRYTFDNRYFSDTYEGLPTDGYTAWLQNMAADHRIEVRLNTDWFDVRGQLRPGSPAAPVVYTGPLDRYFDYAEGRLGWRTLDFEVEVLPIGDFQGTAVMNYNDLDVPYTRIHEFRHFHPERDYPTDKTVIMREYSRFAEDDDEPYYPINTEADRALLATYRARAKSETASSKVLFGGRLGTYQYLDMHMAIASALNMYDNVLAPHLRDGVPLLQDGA
# PrPC TRFRET – cell surface PrPC inhibition, primary TR-FRET screen | inhibition, % at 13.8 µM | P04156 | TR-FRET read-out | 370,000 tested, 0.43% active; in the data active = inhibition above about 24%; also: 0% = median of the test wells and 100% = reference compound wells
# BoNT-F LC inh – blocks Botulinum neurotoxin F light chain protease; Multiplex microsphere protease cleavage assay, flow cytometry; inhibition, % at 10 µM; 360,000 tested, 0.22% active; AID 588497; in the data active = inhibition above about 35%, passing the limit was not always enough; inconclusive = no clear call, values can overlap the other calls; also: plate controls were buffer without enzyme for full effect and enzyme alone for no effect
# CCHF vOTU inh – blocks the CCHF virus ovarian tumor domain protease | CCHFV vOTU protease, Pep-AMC fluorescence | inhibition, % at 11.5 µM | 370,000 tested, 0.55% active; also: 0% = vehicle wells with enzyme and 100% = no enzyme wells
# BoNT A protease – inhibitors of Botulinum neurotoxin A light chain protease | 360,000 tested, 0.17% active | inhibition, % at 10 µM | multiplex microsphere protease substrate cleavage, flow cytometry; in the data active = inhibition above about 30%; inconclusive = no clear call, values can overlap the other calls; also: plate controls were buffer without enzyme for full effect and enzyme alone for no effect
# FadD28 binding – M. tuberculosis FadD28 bisubstrate binding inhibition. FadD28 bisubstrate probe binding, fluorescence polarization. inhibition, % at 12.5 µM. 360,000 tested, 0.22% active; in the data active = inhibition above about 8.5%, passing the limit was not always enough; inconclusive = no clear call, values can overlap the other calls
# GDH-TPI counter – GDH-TPI coupled enzyme inhibition counter-screen | inhibition, % at 4.8 µM | 360,000 tested, 1.2% active | GDH-TPI coupled enzyme counterscreen, NADH absorbance | AID 588335;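 also: 0% = DMSO wells and 100% = wells lacking the enzyme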
# Mtb FBA inh – inhibits M. tuberculosis FBA enzyme; P9WQA3; inhibition, % at 1 µM; purified M. tuberculosis FBA, fluorescence read-out; 360,000 tested, 2.3% active; in the data active = inhibition above about 27%;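 also: 0% = vehicle and 100% = reference inhibitor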
# Target sequence (P9WQA3 whole entry, looked up): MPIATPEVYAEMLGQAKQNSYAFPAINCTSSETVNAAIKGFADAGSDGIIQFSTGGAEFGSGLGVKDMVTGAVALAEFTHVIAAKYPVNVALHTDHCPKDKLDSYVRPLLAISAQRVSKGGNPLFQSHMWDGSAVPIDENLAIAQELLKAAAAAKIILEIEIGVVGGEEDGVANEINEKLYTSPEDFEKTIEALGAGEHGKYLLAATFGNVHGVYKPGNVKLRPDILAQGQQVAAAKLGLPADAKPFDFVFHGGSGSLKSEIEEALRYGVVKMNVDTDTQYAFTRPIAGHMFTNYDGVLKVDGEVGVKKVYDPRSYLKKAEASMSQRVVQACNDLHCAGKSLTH
# Mtb BioA inh – blocks M. tuberculosis BioA enzyme activity | purified M. tuberculosis BioA enzyme, plate reader | AID 602481 | inhibition, % at 9.99 µM | 360,000 tested, 0.096% active; in the data active = inhibition above about 40%; inconclusive = no clear call, values can overlap the other calls
# Starred values were filed as active, the others as inactive; ? = inconclusive; . = no result given; + = active, no number. Rule as the data show it, unless noted: active = inhibition above about 30%; inactive = the rest.
smiles	Mtb UGM inh	Mtb BioA inh	BoNT-F LC inh	GDH-TPI counter	FadD28 binding	PrPC TRFRET	BoNT A protease	CCHF vOTU inh	Mtb FBA inh
CCCn1c(SCC(=O)c2ccc3c(c2)OCCO3)n[nH]c1=O	-0.9	-0.3	-4	-4	-4.9	-3	-0.8	-3	-5
CCC1NC(=O)c2cccnc2-n2c1nc1cc(OC)c(OC)cc1c2=O (configuration not stated)	.	0.2	-4	14	-3.2	-1	-0.8	0	0
COc1ccc(OC)c(NCCN2C(=O)c3ccccc3C2=O)c1	.	.	-9	0	-0.4	-8	-0.2	-14	1
C[C@@]12C(=O)N(c3cccc(Cl)c3)C(=O)N1[C@H](c1ccc(Cl)cc1)[C@@H]1C(=O)N(C3CCCCC3)C(=O)[C@@H]12	-1.6	-1.9	-4	11	-2.8	3	-0.3	5	3
CCc1ccccc1NC(=O)CNC(=O)c1cccc(S(=O)(=O)N2CCN(Cc3ccccc3)CC2)c1	-3.3	0.0	-10	2	-5.0	-3	-4.4	-1	-2
CCOc1ccc(/C=N/NC(=O)c2ccc3nc[nH]c3c2)cc1OC	.	5.4	-3	42*	-0.7	9	0.0	16	4
COc1cccc(SCc2noc(C(=O)NCCCN3CCOCC3)c2C(=O)NCCCN2CCOCC2)c1	-2.3	-2.4	-11	4	-1.4	-2	-1.3	1	4
CN1/C(=C\C(=O)CSc2nncn2C)C(C)(C)c2ccccc21	-0.5	-0.3	-10	6	-2.6	9	-0.2	20	3
COc1cccc(NC(=O)CN2C(=O)NC(C)(CC(C)C)C2=O)c1 (configuration not stated)	4.1	-0.3	-6	13	0.2	-4	-0.5	-24	4
CCOc1ccc(S(=O)(=O)N2CCC(C(=O)OC(C)C(=O)N3CCOCC3)CC2)cc1 (configuration not stated)	-2.5	-2.3	4	0	0.6	6	1.3	-7	1
O=C(Nc1cccc(C(F)(F)F)c1)c1cccnc1NCCc1ccccc1	-1.6	.	-7	-7	-7.6	12	0.0	0	5
Cc1cccc2nc(CSc3nnc4ccccn34)cn12	2.5	0.0	5	2	-1.0	-1	0.4	0	0
Cc1ccc(NS(=O)(=O)c2ccc(Br)s2)cc1S(=O)(=O)N1CCOCC1	-0.4	-0.4	-1	2	1.5	4	-0.3	-4	0
COCCCn1c(=O)c2ccccc2c2ccccc2c1=O	0.6	0.8	?	-7	-3.5	1	-0.6	4	1
Cc1ccc(/C=N/N=C2/NC(=O)C(CC(=O)N3CCOCC3)S2)cc1 (configuration not stated)	0.7	.	3	13	-2.8	2	0.2	16	-7
Cc1nc(SCC(=O)c2ccccc2)c([N+](=O)[O-])[nH]1	3.6	-1.3	-1	4	-0.5	-3	-0.7	1	-3
Cc1ccc(NS(=O)(=O)c2ccc(NC(=O)c3cccc(NC(=O)C(C)C)c3)cc2)cc1	2.5	0.7	-6	1	-1.8	8	-0.3	11	-2
COc1cccc(C(=O)c2c[nH]c(C(=O)NCc3cccs3)c2)c1	0.7	-1.2	10	12	-0.8	9	-0.9	-5	1
O=C(Nc1nccs1)C1CCN(S(=O)(=O)c2ccc(F)cc2)CC1	0.6	-3.8	4	9	-1.3	-8	1.3	13	3
CN1CCN(C(=O)CCc2nc3ccccc3n2-c2ccccc2)CC1	-0.9	0.2	1	4	-2.1	-5	-0.7	-8	2
O=[N+]([O-])c1[nH]cnc1Br	.	-1.9	4	24	-0.8	7	-1.2	10	2
CCCCNC(=O)CCC(=O)N1CCN(C(c2ccccc2)c2ccccc2)CC1	-1.1	-0.1	-7	6	-1.7	0	0.5	-16	2
CCCCOc1ccc(C(=O)NCC(=O)NCCOc2ccccc2)cc1	0.7	0.2	-9	-7	-0.9	-6	-2.9	1	-2
Cc1c(C(=O)Nc2nc3ccccc3[nH]2)oc2ccccc12	0.7	.	-11	33*	0.3	-4	1.1	-7	8
COc1ccc(-n2c(-c3ccc(Br)cc3)c[n+]3c2CCc2ccccc2-3)cc1	0.5	.	5	2	-0.6	15	0.1	-4	3
O=c1cc(N2CCc3ccccc32)[nH]c(=O)n1-c1ccc(Cl)cc1	2.3	.	0	1	-2.5	-4	-0.1	12	0
COc1ccc(C(=O)NC(=S)N2CCCC2)cc1	4.5	-1.2	-4	1	-0.6	1	-0.9	-3	-2
CC(C)(C)c1ccc(OCCOc2ccc(C(C)(C)C)cc2NC=O)c(NC=O)c1	0.5	1.1	-7	4	-0.1	9	-1.1	9	-1
O=C(O)C1C2C=CC(O2)C1C(=O)NCc1ccc(Cl)cc1 (configuration not stated)	3.5	0.8	-2	-4	-1.1	-2	-0.5	-23	4
Cc1cc(C)c2c3c(oc2n1)C(=O)N(c1cccc(Cl)c1)CC(=O)N3	-1.9	.	-4	11	0.1	1	-0.4	6	2

# A few values from the list:
# Under BoNT A protease, `O=C(Nc1nccs1)C1CCN(S(=O)(=O)c2ccc(F)cc2)CC1` is entered as 1.3
# Under BoNT-F LC inh, `COc1cccc(SCc2noc(C(=O)NCCCN3CCOCC3)c2C(=O)NCCCN2CCOCC2)c1` is entered as -11
# Under PrPC TRFRET, `CN1/C(=C\C(=O)CSc2nncn2C)C(C)(C)c2ccccc21` is entered as 9
# Under GDH-TPI counter, `Cc1ccc(/C=N/N=C2/NC(=O)C(CC(=O)N3CCOCC3)S2)cc1` (configuration not stated) is entered as 13
# Under Mtb FBA inh, `Cc1cc(C)c2c3c(oc2n1)C(=O)N(c1cccc(Cl)c1)CC(=O)N3` is entered as 2

# Following part
smiles	Mtb UGM inh	Mtb BioA inh	BoNT-F LC inh	GDH-TPI counter	FadD28 binding	PrPC TRFRET	BoNT A protease	CCHF vOTU inh	Mtb FBA inh
Cc1ccc(NC(=O)c2cccs2)cc1NC(=O)c1cccc(F)c1	1.9	-0.6	?	10	-1.6	17	1.2	4	-2
CN(C)c1ccc(Nc2nc(N)c([N+](=O)[O-])c(N3CCOCC3)n2)cc1	1.2	.	-39	20	-3.0	-10	-0.6	4	-10
Cc1ccccc1OCCC(=O)N(CC(=O)Nc1ccccc1C(F)(F)F)Cc1ccco1	-0.4	0.5	-16	7	-0.8	3	5.5	26	2
O=[N+]([O-])c1ccc(-n2nncc2-c2ccccc2)cc1	1.7	3.5	?	22	0.5	-42	-0.9	-14	3
Cc1ccc(C2CC(c3ccccc3)=NN2c2ccc(S(N)(=O)=O)cc2)cc1 (configuration not stated)	.	1.4	5	-2	-1.2	4	-0.2	-160	+
CC(=O)N1CCc2ccc(N)cc21	.	-2.1	4	2	-0.7	-3	-0.1	9	-1
CC(C)C[C@H]1CN([C@@H](Cc2ccccc2)CN2CCC[C@H]2CN2C(=O)C(=O)NC[C@@H]2Cc2ccc(O)cc2)C(=O)C(=O)N1CCc1ccccc1	.	.	2	.	.	1	-1.0	13	.
CCCCNC(=O)c1onc(CSc2ccccc2F)c1C(=O)O	0.0	0.9	0	8	-0.2	4	-0.4	-1	9
CCc1nnc(NS(=O)(=O)c2ccc(N=Cc3c(C)[nH]n(-c4cccc(Cl)c4)c3=O)cc2)s1	2.6	2.9	2	8	-2.3	-1	-0.1	13	-1
Cc1ccc(Nc2nc(-c3sc(C)nc3C)cs2)cc1	-2.0	-2.1	.	14	0.2	-1	.	13	1
CCN(CC)CC(=O)Nc1ccc(-c2ccc(NC(=O)CN(CC)CC)c(OC)c2)cc1OC	-0.3	.	-5	-5	-2.2	-2	-0.4	-7	-2
C=CCn1c(SCC(=O)NCC2CCCO2)nnc1-c1ccccc1 (configuration not stated)	2.0	0.7	-1	2	-0.2	15	0.4	-10	1
O=C(COC(=O)c1cc([N+](=O)[O-])ccc1N1CCOCC1)c1ccc(Br)cc1	-2.9	-1.2	-4	11	-1.3	-13	-0.9	-7	-2
COCCn1c(=NC(=O)c2ccc3c(c2)OCCO3)sc2cc(S(N)(=O)=O)ccc21	-1.6	.	6	45*	-1.2	-2	-0.2	-38	109*
CC(OC(=O)Nc1cccc(Cl)c1)C(=O)OC1CCCCC1 (configuration not stated)	.	-2.1	-5	-1	-4.4	1	0.0	18	-3
CN1CCN(C(=S)NC(=O)/C=C/c2ccccc2)CC1	0.8	-0.8	-3	-1	0.1	5	-1.1	-4	1
CC(C)c1ccc(NC(=O)C2Cc3c(-c4ccco4)ccnc3O2)cc1 (configuration not stated)	.	-0.6	-9	6	-1.5	5	-0.7	23	-1
O=C1CCC/C=C/C[C@@H](CC(=O)N(CCO)Cc2ccccc2)C(=O)NC[C@H](c2ccccc2)O1	1.9	-0.9	4	10	1.2	-3	0.3	-1	1
Nc1nc(N2CCN(c3ccccc3)CC2)n[nH]1	3.5	-0.1	0	1	0.0	3	-0.5	-7	-1
N#C/C(=C\c1ccc(-c2ccccc2[N+](=O)[O-])o1)C(=O)Nc1nc(-c2cccs2)cs1	-1.3	.	-1	7	-1.4	6	1.2	18	-1
CCNc1ccc(C(=O)OCC)cc1NC(=O)c1cc(S(=O)(=O)N2CCOCC2)ccc1C	1.7	0.2	11	12	-2.0	3	3.1	4	2
O=C(c1sc2cccc(F)c2c1Cl)N1CCN(c2ncccn2)CC1	-0.7	0.0	-7	-4	-3.8	-3	0.3	-4	3
CCN(CC)C1=CC(=O)OC12CCCCC2	-0.9	1.0	-1	3	0.5	2	?	-10	-1
Cc1cc(N2CCN(C)CC2)nc2ccc(NC(=O)c3ccc4c(c3)OCO4)cc12	-2.1	-0.3	13	15	1.4	-11	2.1	5	0
CCCOc1ccccc1NC(=O)CC1Nc2ccccc2NC1=O (configuration not stated)	0.9	.	-8	4	-3.7	-2	-5.4	-7	1
O=C(Cn1ncc2c([nH]c3ccccc32)c1=O)NCCc1ccc(Cl)cc1	-2.4	4.3	-6	6	-8.0	-1	-0.3	5	0
CCCCSC1=C(C#N)C(c2ccccc2C)CC(=O)N1 (configuration not stated)	0.2	0.5	-9	4	0.6	4	-0.4	-7	2
COc1cccc(NC(=S)NCCC(c2ccccc2)c2ccccc2)c1	1.0	.	-4	-3	-3.1	9	0.3	13	-2
CCN(CC)CCN(C(=O)c1ccc2ccccc2c1)c1nc2ccc(F)cc2s1	1.1	0.3	-6	5	-1.2	4	-0.8	12	5
C[N+]1(CC(=O)OCCCc2ccccc2)CCCCC1	-1.5	.	-14	-3	-1.6	4	-1.4	8	30*

smiles	Mtb UGM inh	Mtb BioA inh	BoNT-F LC inh	GDH-TPI counter	FadD28 binding	PrPC TRFRET	BoNT A protease	CCHF vOTU inh	Mtb FBA inh
CC1(C)SC(=Nc2ccccc2)N(S(=O)(=O)c2ccccc2)C1=O	-0.1	-1.0	-3	-5	-2.1	3	-1.1	-8	1
CCOc1cc2[nH]c(=S)n(Cc3ccc(C(=O)NCCN(CC)CC)cc3)c(=O)c2cc1OCC	-1.4	0.8	24	16	-3.0	-9	-1.8	-6	2
COc1ccc(NC(=O)CN(C)CC(=O)Nc2cccc(C(F)(F)F)c2)cc1	-2.8	-7.6	-2	-3	-4.1	4	0.4	-1	-1
CCn1nnnc1SCC(=O)Nc1cc(OC)cc(OC)c1	-3.7	-1.8	2	5	0.5	5	0.3	12	1
CC1CC(C)CN(S(=O)(=O)c2ccc3c(c2)CC(C)N3C(=O)C2CC2)C1 (configuration not stated)	1.1	1.8	3	2	0.3	11	-2.6	1	2

# Among those listed so far, 4 contain bromine:
smiles	Mtb UGM inh	Mtb BioA inh	BoNT-F LC inh	GDH-TPI counter	FadD28 binding	PrPC TRFRET	BoNT A protease	CCHF vOTU inh	Mtb FBA inh
Cc1ccc(NS(=O)(=O)c2ccc(Br)s2)cc1S(=O)(=O)N1CCOCC1	-0.4	-0.4	-1	2	1.5	4	-0.3	-4	0
O=[N+]([O-])c1[nH]cnc1Br	.	-1.9	4	24	-0.8	7	-1.2	10	2
COc1ccc(-n2c(-c3ccc(Br)cc3)c[n+]3c2CCc2ccccc2-3)cc1	0.5	.	5	2	-0.6	15	0.1	-4	3
O=C(COC(=O)c1cc([N+](=O)[O-])ccc1N1CCOCC1)c1ccc(Br)cc1	-2.9	-1.2	-4	11	-1.3	-13	-0.9	-7	-2

# Assay outcomes: PubChem, several laboratories
